p97 inhibitor = inhibitors of human p97 ATPase, primary screen, biochemical; Transitional endoplasmic reticulum ATPase (Homo sapiens), P55072; recombinant p97 ATPase, Kinase-Glo ATP luminescence, 3 h; inhibition, % at 8 µM; 220,000 compounds, 0.42% hits; in the data active means inhibition above about 15%;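 further: 0% = DMSO vehicle and 100% = wells lacking enzyme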
Wee1 stabilizer = Wee1 degradation inhibitors, primary screen, cell-based, HeLa, Wee1K328M-luciferase, luminescence. 220,000 compounds, 1.2% hits. Wee1-like protein kinase (Homo sapiens), P30291. reporter increase, % at 5 µM. HeLa Luc-Wee1K328M stability; 100% = proteasome inhibitor MG132 effect. AID 1321, 2008;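 active means activation above the mean of all tested compounds plus 3 SD, set per screening run, cut at about 8.8% in these data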;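 further: cells exposed to compound for 20 h before luminescence read; 0% = DMSO alone and 100% = MG132 at 30 µM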
Target sequence (P30291 whole entry K328M): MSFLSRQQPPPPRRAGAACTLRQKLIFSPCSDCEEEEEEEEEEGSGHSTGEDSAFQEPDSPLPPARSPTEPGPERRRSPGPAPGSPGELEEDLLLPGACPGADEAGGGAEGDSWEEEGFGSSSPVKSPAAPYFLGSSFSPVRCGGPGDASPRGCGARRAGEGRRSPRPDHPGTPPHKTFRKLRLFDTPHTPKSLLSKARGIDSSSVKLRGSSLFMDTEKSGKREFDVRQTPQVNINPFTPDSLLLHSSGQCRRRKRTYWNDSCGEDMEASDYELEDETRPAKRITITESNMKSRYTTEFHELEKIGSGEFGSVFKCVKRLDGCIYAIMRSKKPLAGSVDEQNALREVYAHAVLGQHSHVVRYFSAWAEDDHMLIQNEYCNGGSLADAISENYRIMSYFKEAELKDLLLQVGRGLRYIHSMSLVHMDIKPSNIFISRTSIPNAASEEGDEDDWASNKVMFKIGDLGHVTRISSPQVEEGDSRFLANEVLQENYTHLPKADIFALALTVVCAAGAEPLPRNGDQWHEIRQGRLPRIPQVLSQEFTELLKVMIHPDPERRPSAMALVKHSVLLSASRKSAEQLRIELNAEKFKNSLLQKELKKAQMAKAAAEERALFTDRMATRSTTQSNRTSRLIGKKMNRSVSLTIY
Rad51 HR inh = human RAD51 strand exchange inhibitors, primary screen, biochemical, fluorescence; inhibition, % at 10 µM; 200,000 compounds, 0.085% hits; hRad51 DNA strand exchange, fluorescence dequenching; DNA repair protein RAD51 homolog 1 (Homo sapiens), Q06609;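 active means inhibition above 40% at the single screening dose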;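 further: 0% = DMSO control wells and 100% = blanks with heterologous ssDNA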
Target sequence (Q06609 whole entry, looked up): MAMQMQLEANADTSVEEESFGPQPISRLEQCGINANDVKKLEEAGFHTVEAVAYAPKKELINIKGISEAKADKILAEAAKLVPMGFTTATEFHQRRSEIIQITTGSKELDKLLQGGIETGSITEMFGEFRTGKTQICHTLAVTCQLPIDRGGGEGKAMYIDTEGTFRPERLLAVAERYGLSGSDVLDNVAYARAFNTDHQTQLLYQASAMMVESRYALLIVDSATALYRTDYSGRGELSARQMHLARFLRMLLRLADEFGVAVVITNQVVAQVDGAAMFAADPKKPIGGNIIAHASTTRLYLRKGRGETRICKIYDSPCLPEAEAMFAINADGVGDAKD
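Test system – preformed human Rad51 ssDNA filaments · Reagent – Donor/quencher-labelled 47-bp dsDNA substrate · Incubation – 37 °C 15-min filament assembly, 30-min compound preincubation, 15-min exchange · Signal – FRET fluorescence dequenching, excitation 485 nm, emission 520 nm · Read-out – percent inhibition from fluorescence, normalised to plate control and blank means · Benchmarks – plate control and blank wells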
FXIIa inh = human FXIIa protease inhibitors, primary screen, biochemical, 1536-well. Coagulation factor XII (Homo sapiens), P00748. purified FXIIa, Boc-QGR-AMC fluorogenic substrate, 2 h. inhibition, % at 5 µM. 220,000 compounds, 0.3% hits; in the data active means inhibition above about 40%;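 further: 0% = enzyme with no compound and 100% = blank without enzyme; many of its hits are not listed in these tables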
eIF4E-4G inh = eIF4E–eIF4G protein interaction inhibitors, primary screen, biochemical, uHTS, TR-FRET, eIF4GI fragment; inhibition, % at 21.7 µM; Eukaryotic translation initiation factor 4E (Mus musculus) + Eukaryotic translation …; 220,000 compounds, 0.37% hits; TR-FRET eIF4E-eIF4GI(517-606) binding, 2 h;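 active means inhibition above about 30%, limit read from the data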;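 further: 0% = full FRET control wells and 100% = background wells lacking eIF4GI fragment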
14-3-3 Bad inh = inhibitors of 14-3-3 zeta/Bad binding, primary screen, biochemical, TR-FRET, bovine 14-3-3 zeta. 14-3-3 protein zeta/delta (Bos taurus), P63103. TR-FRET 14-3-3zeta/Dy647-pBad peptide displacement, 1 h. inhibition, % at 21.7 µM. 220,000 compounds, 0.71% hits. AID 781, 2007;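 active means inhibition above about 70%, limit read from the data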;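 further: 0% = full 14-3-3 plus peptide FRET controls and 100% = background without 14-3-3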
FXIa inh 1536 = human FXIa protease inhibitors, primary screen, biochemical, 1536-well; Coagulation factor XI (Homo sapiens), P03951; inhibition, % at 5 µM; purified FXIa, Boc-Glu-Ala-Arg-AMC fluorogenic substrate; 220,000 compounds, 0.14% hits; AID 798, 2007;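 active means inhibition of at least 40%; inactive means inhibition below 40%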;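 further: fluorescence of freed AMC excited at 355 nm; 0% = enzyme without compound and 100% = no enzyme blank; many of its hits are not listed in these tables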
Mdm2 ligase inh = MDM2-luciferase reporter signal enhancers, primary screen, MDM2 E3 ligase inhibitor project, cell-based, luminescence, 1536-well. E3 ubiquitin-protein ligase Mdm2 (Homo sapiens), Q00987. cell-based MDM2 ubiquitination luciferase reporter, 2 h; 0 = plate control, 100 = twice control, blank-subtracted. signal enhancement, % at 5 µM. 210,000 compounds, 0.11% hits. AID 1230, 2008;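 active means signal enhancement of 30% or more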;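 further: luminescence tracks abundance of the self-degrading MDM2-luciferase fusion protein; higher signal means inhibition of MDM2 E3 ligase activity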
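System: stable MDM2–luciferase fusion reporter cells / Input: 2000 cells seeded into each well / Schedule: 4 h settle plus 2 h compound, 37 °C / Compound: single-point 5 µM / Buffer or medium: cells held in DMEM / Benchmarks: control and blank well means / Evaluation: percent signal gain over controls, blank-subtracted / Measured by: luciferase luminescence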
KLK5 inh = human KLK5 protease inhibitors, primary screen, biochemical, 1536-well; Kallikrein-5 (Homo sapiens), Q9Y337; recombinant hK5, fluorogenic AMC substrate cleavage; inhibition, % at 5 µM; 210,000 compounds, 0.59% hits; AID 873, 2007;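 active means inhibition of 40% or more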;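 further: 0% = enzyme controls without compound and 100% = no-enzyme blanks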
* = called active by the depositor; / = no result given; [ ] = another dose, or the depositor's remark.

SMILES	p97 inhibitor	Wee1 stabilizer	Rad51 HR inh	FXIIa inh	eIF4E-4G inh	14-3-3 Bad inh	FXIa inh 1536	Mdm2 ligase inh	KLK5 inh
CCC(C)N(C(=O)CSc1nc(-c2ccccc2)cs1)C1CCS(=O)(=O)C1 (configuration not stated)	-2	0	1	12	-3	-1	6	1	-14
CCCn1nnc(NC(=O)c2ccc3c(c2)OCO3)n1	-6	7	-7	6	-1	-1	-8	-10	-8
O=C(Nc1ccncc1)C1CCN(S(=O)(=O)c2cccs2)CC1	2	3	9	7	1	-9	1	-6	6
O=C(CCc1nnc(-c2ccsc2)o1)N1CCCCC1CCn1ccnc1 (configuration not stated)	-4	-1	-10	0	-1	-1	-3	0	-5
O=C(O)CC1Sc2nc3ccccc3n2C1=O (configuration not stated)	-5	1	/	10	-2[fluorescence artefact?]	-4[fluorescence artefact?]	2	-7	3
CSc1nccc(Oc2cccc(C#N)c2)n1	2	1	-22	5	1	-24	-1	-12	-21
Cc1ccc2nc(SCC(=O)c3ccc4c(c3)OCO4)[nH]c2c1	1	1	-3	7	-2	52	3	-5	-16
COc1ccc(CCCC(=O)N/N=C/c2ccc(C)cc2)cc1	0	-1	1	11	0	-14	-2	11	0
O=C1C2C3C=CC(C3)C2C(=O)N1CCN1CCN(S(=O)(=O)/C=C/c2ccccc2)CC1 (configuration not stated)	-3	0	13	0	3	-1	-5	-5	-6
CCCCCc1c(C)nc(Nc2ccccc2)[nH]c1=O	4	0	-3	-4	4	2	-8	-8	-7

In a second layout: entries from further up
Each structure is followed by: p97 inhibitor	Wee1 stabilizer	Rad51 HR inh	FXIIa inh	eIF4E-4G inh	14-3-3 Bad inh	FXIa inh 1536	Mdm2 ligase inh	KLK5 inh
- O=C(O)CC1Sc2nc3ccccc3n2C1=O (configuration not stated)
→ -5	1	/	10	-2[fluorescence artefact?]	-4[fluorescence artefact?]	2	-7	3
- CCCn1nnc(NC(=O)c2ccc3c(c2)OCO3)n1
→ -6	7	-7	6	-1	-1	-8	-10	-8

Remaining list, next part
SMILES	p97 inhibitor	Wee1 stabilizer	Rad51 HR inh	FXIIa inh	eIF4E-4G inh	14-3-3 Bad inh	FXIa inh 1536	Mdm2 ligase inh	KLK5 inh
COC(=O)c1sccc1-n1cccc1C(=O)C(=O)N1CCOCC1	3	4	-3	-5	2	-9	-4	-16	-22
O=C(Nc1ccccc1-c1nc2ccccc2s1)c1cccnc1	-1	-2	4	3	7[fluorescence artefact?]	28	-4	-9	-8
CCC(=O)Nc1nc2ccccc2n1Cc1ccc(Cl)cc1	4	1	-1	0	2	-5	-6	10	-2
CCOC(=O)c1cc(-c2ccc(Cl)cc2)nc2onc(C)c12	-2	-2	/	1	-3	-6	-10	-9	-1
CNS(=O)(=O)c1ccc2ccccc2c1	4	-1	-19	-2	2	-1	-5	-9	1
CCOc1ccccc1N1CCN(C(=S)NCc2ccccc2)CC1	6	0	9	4	-3	-9	1	-31	-3
O=C/C(=C\Nc1ccccn1)c1nc2cc(Cl)ccc2o1	2	-1	-13	10	-1	4	9	2	-7
Cc1cc(C)n(-c2ccc(C(=O)OC(C)C)cc2)n1	-3	0	/	9	-12	-15	10	-1	11
CCOc1ccc(S(=O)(=O)Nc2ccc(C(=O)N/N=C(\C)c3ccc(-n4ccnc4)cc3)cc2)cc1	3	4	1	0	-35[fluorescence artefact?]	4	3	-19	-33
Cc1ccc(N(C(=O)c2ccncc2)C2C=CS(=O)(=O)C2)cc1 (configuration not stated)	3	-1	-7	5	-6	-5	5	-21	-1
COc1ccc(CCNC(=O)C2CCC(CNS(=O)(=O)c3ccc(F)cc3)CC2)cc1OC (configuration not stated)	-3	-3	0	0	2	-6	-5	-44	-5
O=c1c2ccccc2nc(SCc2cc([N+](=O)[O-])cc3c2OCOC3)n1-c1ccccc1	-7	3	22	13	-15	-7	4	-33	-6
CCO[C@@H]1OC(C(=O)NC2CC2)=C[C@H](C(C)(C)C)[C@H]1CCCO	/	/	3	0	-5	6	-5	-3	-2
CCOC(=O)c1cnc2c(cnn2C)c1NCc1ccc(OC)cc1	-1	-1	-6	15	-8	-36	16	-10	9
Cc1cccc2sc(NC(=O)CN3C(=O)c4ccccc4C3=O)nc12	1	1	3	5	-10	13	-4	-11	-8
Cc1cc(C(F)(F)F)n(-c2nc(C(=O)O)cs2)n1	-5	-1	16	10	5	13	-1	-18	-1
Cc1nnc(NC(=O)CSc2nccn2-c2cccc(C)c2C)s1	-9	1	3	12	2	5	2	-8	-7
Cc1c(NC(=O)CSc2ccccn2)c(=O)n(-c2ccccc2)n1C	-3	1	5	-8	1[fluorescence artefact?]	4[fluorescence artefact?]	-6	-19	6
COc1ccc(NC2=C(Cl)C(=O)N(CCc3ccccc3)C2=O)c(OC)c1	0	2	-2	3	10	-13[fluorescence artefact?]	-1	-1	-11
Nc1nc2n(n1)C(=O)CC(c1ccc(Cl)cc1)N2 (configuration not stated)	0	-2	2	-2	11	-1	-6	-19	-13
CCOc1ccc(NC(=O)[C@@H](NC(=O)c2ccccc2)[C@@H](C)CC)cc1	-6	-1	-9	-3	0	1[fluorescence artefact?]	1	-15	2
Cc1ccc(NC(=O)C2CC(=O)NC(N3CCc4ccccc43)=N2)cc1 (configuration not stated)	3	-2	-2	4	-1[fluorescence artefact?]	-5	0	7	2
CCCCOc1ccccc1NC(=O)Cn1c(-c2nonc2N)nc2ccccc21	-3	0	-7	-3	-42	19	-5	-3	-12
COCCNC(=O)[C@H](C)[C@H]1C[C@]1(C)[C@H](NC(=O)OCc1ccccc1)c1ccccc1	-8	9.1*	-5	-3	3	10[fluorescence artefact?]	-8	/	1
Cc1ccccc1NC(=O)c1ccc(Cn2cc([N+](=O)[O-])cn2)o1	3	0	7	6	1	-12	-4	-8	1
CC(C)(C)c1cc(NCCCn2ccnc2)n2ncc(-c3ccccc3)c2n1	-3	3	16	7	4	-22	3	-8	-5
O=C1N/C(=C/c2cccs2)C(=O)N1Cc1ccc(F)cc1	1	-1	12	-1	2	2	-2	-18	-13
O=C(CCl)NCCN1C(=O)S/C(=C\c2cccnc2)C1=O	5	-1	-44	9	5	-4	4	-20	4
CCCCn1c(-c2csc3ccccc23)n[nH]c1=S	2	3	/	4	0	1[fluorescence artefact?]	0	-4	-11
O=C(Nc1nnc(COc2ccccc2F)s1)Nc1ccccc1F	-6	-3	/	10	-5	-5	2	/	5
CS(=O)(=O)N1CCc2cc(NC(=O)c3ccc(Cl)cc3Cl)ccc21	-3	-1	-9	31	-2	-13	28	-1	7
Cc1noc(C)c1C(=O)NCc1ccco1	-5	0	1	0	1[fluorescence artefact?]	-5[fluorescence artefact?]	-1	12	-4
COc1ccc(C(=O)C2CCCN(C(=O)c3cccnc3OC)C2)cc1F (configuration not stated)	5	-1	6	3	2	-2	-4	6	-6
Cc1cc(NS(=O)(=O)c2ccc(NC(=O)Cc3cccs3)cc2)no1	2	1	-6	18	-1	4	4	-7	-12
Oc1cccc2c(NC(=S)Nc3ccc(SC(F)F)cc3)cccc12	5	-3	-7	10	7	8[fluorescence artefact?]	6	-35	-13
Cc1cc(C)nc(SCc2ccc(C(=O)N/N=C/c3ccc(C(=O)O)cc3)cc2)n1	5	1	6	3	-1	-24	-1	0	0
CC(=O)N(c1ccccc1)c1nc(/C=C/C(=O)O)cs1	3	-1	16	13	0	-3	2	-4	6
CC[N+](CC)(CCCCS(=O)(=O)[O-])CCNP1(=O)C=C(c2ccccc2)OC(c2ccccc2)=C1	1	1	-6	9	0	-12	11	19	-1
COc1ccccc1/C=C/C=N/NC(=O)c1ccncc1	-2	2	9	8	5[fluorescence artefact?]	-18[fluorescence artefact?]	2	-2	-10
CCc1c(C)nc(N)n2c(SCC(=O)Nc3ccccc3OC)nnc12	3	-1	-5	23	3	-7	2	-20	-3
Cc1nn(-c2ccccc2)c2c1C(c1cccc([N+](=O)[O-])c1)N(c1ccccc1)C(=O)N2 (configuration not stated)	1	-3	11	11	20	-8	7	7	-12
Cn1cccc1C(=O)OCc1cc(Cl)cc2c1OCOC2	1	8	-4	2	-1	5	1	-11	4
C=CCN1CC(C)/C(=N\O)CC1C (configuration not stated)	0	1	-2	7	-3	4	-1	-5	2
CCOc1ncccc1C(=O)N1CCN(S(=O)(=O)c2ccc3ccccc3c2)CC1	-2	-1	4	11	-8	0	-1	/	1
CC(C)(C)OC(=O)NCCC(=O)N/N=C/c1ccc2nccnc2c1	5	3	14	5	0	-16	4	-11	1
COc1ccc(C(NC(=O)c2ccccc2F)NC(=O)c2ccccc2F)cc1	-1	-2	-7	5	-2	0	-2	-11	-7
COc1ccc2c(c1)-c1c(sn(-c3ccc(OC)c(OC)c3)c1=S)C(C)(C)N2	4	1	5	11	-1	-16	-1	-6	-3
Cn1c(=O)[nH]c(=O)c2c1nc(N1CCOCC1)n2CCc1ccccc1	4	-1	-164	9	3	-7	0	-4	2
COc1ccc(NC(=O)CSc2nnc(Cn3c(=O)sc4ccccc43)n2C)cc1	0	0	2	10	-1	18	3	-9	-5
Cc1cc(Cl)ccc1OCC(=O)NC(=S)Nc1ccccc1N1CCOCC1	7	1	3	0	-1	-1	-2	3	-4

The listing continues.
SMILES	p97 inhibitor	Wee1 stabilizer	Rad51 HR inh	FXIIa inh	eIF4E-4G inh	14-3-3 Bad inh	FXIa inh 1536	Mdm2 ligase inh	KLK5 inh
COc1ccccc1-n1c(=S)[nH]c2c(sc(=S)n2-c2ccccc2)c1=O	7	2	1	13	-1	-21	0	17	-3
Cn1c(/C(C#N)=C2/CCCCCN2)nc2ccccc21	-5	3	-6	13	-14	-6	7	-14	1
CCOC(=O)C(NC(=O)c1ccccc1)=C1C=C(C)OC(C)=C1	3	0	-5	0	-5	2	0	0	2
COc1cccc(NC(=O)Cn2c(SCC(=O)N3CCOCC3)nc3ccccc32)c1	2	7	1	-6	-10	-3[fluorescence artefact?]	-7	-3	-25
Cc1c(Cl)cnc(NC(=O)COC(=O)c2cccc(S(=O)(=O)N3CCc4ccccc4C3)c2)c1Cl	4	-1	-6	11	15[fluorescence artefact?]	-22[fluorescence artefact?]	5	0	-12
Cn1c(NCCCN2CCOCC2)nc2c1c(=O)n(Cc1ccc(Cl)cc1Cl)c(=O)n2C	3	-1	-4	26	3	-6	8	-16	-6
COc1cc(S(=O)(=O)N2CCC(c3nc4ccccc4s3)CC2)ccc1S(=O)(=O)NC1CCCC1	-1	1	-2	11	4	5[fluorescence artefact?]	1	-12	-4
Cc1cc([N+](=O)[O-])nn1CCC(=O)Nc1nccs1	4	-4	6	8	-1	-6	-2	1	1
CCOC(=O)C1(S(=O)(=O)c2ccc(Cl)cc2)CCN(Cc2ccccc2)CC1	-5	2	-2	13	0	4	1	-5	2
